bCat nuc transl: modulators of beta-catenin nuclear translocation, primary screen, imaging, HeLa cells, immunofluorescence, high-content | nuclear translocation activity, % at 5 µM | 190,000 compounds, 0.3% hits;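 active = nuclear translocation activity above 50% at 5 µM, with a well cell count of 50 or more; inconclusive = wells under 50 cells across six images, flagged as toxic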;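 also: per-cell ratio of nuclear to cytoplasmic median beta-catenin stain intensity; plate controls were DMSO negative control for no effect and GSK-3 inhibitor IX positive control for full effect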
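Test system: human HeLa cells, native beta-catenin. Compound dosing: 5 µM primary single dose, 0.1% DMSO, 0.02–20 µM confirmation series. Incubation: compound exposure 24 h at 37°C. Detection: beta-catenin immunostaining with DAPI counterstain, 20x imaging, 6 fields/well. Read-out basis: Nuclear/cytoplasmic beta-catenin signal ratio, % activation.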
Hep lipid drop: inhibitors of hepatocyte lipid droplet formation, primary screen, imaging, high-throughput imaging, BODIPY stain; AML12 mouse hepatocytes, oleate lipid droplets; inhibition, % at 6.5 µM; 240,000 compounds, 0.4% hits; AID 1656, 2009;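 active = lipid droplet intensity inhibited by at least 50%, with more than 500 cells counted; inconclusive = wells with under 300 cells, treated as cytotoxic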
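Material – AML12 mouse liver cells · Also added – oleate loading, 100 µM · Compound dosing – 6.5 µM single-point dosing · Times – overnight treatment with compound plus oleate · Measured by – fluorescence imaging, 20x objective, two fields per well · Read-out – percent inhibition of filter-corrected integrated lipid droplet intensity per well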
Autophagy HCS: autophagy modulators in MEF cells, primary screen, imaging, high-content, MEF GFP-LC3. MEF GFP-LC3 puncta imaging; test concentration mostly 10 µM. calls only at 10 µM (by protocol). 190,000 compounds, 0.98% hits. AID 463193, 2010;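 active = percentage of spot-positive cells more than 3 SD above its plate mean, without a fluorescence outlier flag or 80% toxicity; inconclusive = no clear call, values can overlap the other calls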;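 also: spot-positive cell cutoff set from DMSO-treated cells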
MT stabilizer: microtubule stabilizers in HeLa cells, primary screen, imaging, high-content imaging | AID 2205, 2009 | % tubulin-high responders, % at 10 µM | 200,000 compounds, 0.83% hits | HeLa tubulin immunostaining HCS, 24 h; share of cells brighter than vehicle mean+2SD;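 active = plate Z-score above 3 for both tubulin-high and condensed-nucleus cell shares, with cell loss under 80%, at 10 µM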;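 also: anti alpha tubulin signal scored within the nucleus-defined area of each cell; some results filed as inactive read as strong as hits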
T cell modulator: modulators of CD8 T cell-vesicle binding, primary screen, mouse 2C CD8+ T cells, flow cytometry; AID 2052, 2009; calls only at 7 µM; 330,000 compounds, 0.068% hits; 2C CD8+ T cell-vesicle binding; hits give low values;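 active = response, share of CD8 T cells binding vesicles, and their 90th percentile fluorescence all below set limits, cut at about 80% in these data, passing the limit was not always enough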
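Incubation: binding step 1.5 h, 37 °C, antibody labelling 20 min, ice; system: murine 2C transgenic CD8+ T lymphocytes; technique: cytometric PE anti-B7-1 and Alexa647 anti-CD8 signals after 1% paraformaldehyde fixation; also added: QL9-charged Drosophila Ld/ICAM-1/B7-1 vesicles; control set: naked versus QL9-loaded vesicles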
WT yeast gro inh: growth inhibition of WT strain, primary screen, mitochondrial fusion inhibitor project, WT and mutant strains, chemical genetic. AID 1362, 2008. inhibition, % at 10 µM. mitochondrial fusion phenotypic screen. 190,000 compounds, 2.1% hits; in the data active = inhibition above about 58%; tested in S. cerevisiae
Myeloid diff MLP: induction of myeloid progenitor differentiation, primary screen, cell-based, flow cytometry, MLPCN library; ER-HoxA9 myeloid progenitors, lysozyme-GFP differentiation; calls only at 10 µM; 360,000 compounds, 1% hits; AID 624256, 2012;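 active = normalized GFP-positive differentiation at or above the plate's own cutoff, the solvent-only control mean plus 3 SD; inconclusive = no clear call, values can overlap the other calls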;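 also: cells exposed to compound for four days before flow analysis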
West Nile virus CPE: West Nile virus antiviral activity, cell-based, CPE readout (AID 1621) | West Nile virus-infected cells, CPE inhibition; higher % means a stronger effect | CPE inhibition, % at 10 µM; hits with a dose series show IC50 in µM | 290,000 compounds, 0.02% hits; in the data active = a potency from the dose series; inconclusive = CPE inhibition mostly from about 3.7% at the one dose, without a potency; inactive = the rest, 99 in 100 with CPE inhibition below about 2.2%; also: strong numbers were not always called active
Ins promoter up: insulin promoter activators in MIN6 cells, imaging, high-content screening, mouse beta cells; z-score at 5 µM; AID 1625, 2009; 190,000 compounds, 0.3% hits; MIN6 insulin promoter-GFP reporter; hits give high values;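 active = z-score above 3 at 5 µM with at least 500 cells counted in the well; inconclusive = wells under 500 cells, flagged as cytotoxic or low count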
WT yeast gro inh mutant strain: recorded beside WT yeast gro inh, whose call it bears; inhibition, %; mitochondrial fusion phenotypic screen, mutant strain inhibition
Ins promoter up cell count: recorded beside Ins promoter up, whose call it bears; cell count; measured here: cytotoxicity, nuclei count;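 total cells summed across four imaged fields per well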
Hep lipid drop cells 6.5 µM: further read-out of Hep lipid drop, marked with its call; cell count; measured here: cell count, cytotoxicity flag;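 cells counted across two imaged fields per well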
bCat nuc transl cell count 5 µM: second read-out of bCat nuc transl, no call of its own (marks repeat the call); cell count; measured here: cell count, cytotoxicity flag
T cell modulator vesicle-bound %: second read-out of T cell modulator, no call of its own (marks repeat the call); double positive events, %; measured here: CD8+ vesicle-bound cell fraction;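 binding gate set so that unloaded-vesicle control wells show 10% double positive cells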
MT stabilizer Hoechst-high %: second read-out of MT stabilizer, no call of its own (marks repeat the call); % Hoechst-high responders; measured here: nuclear condensation Hoechst responders;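 share of cells brighter than vehicle mean plus two SD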
MT stabilizer cytotoxicity %: further read-out of MT stabilizer, marked with its call; toxicity, %; measured here: cytotoxicity by cell density;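 0% = mean cell density of plate MIN control wells and 100% = no cells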
Autophagy HCS cell loss 18 h: recorded beside Autophagy HCS, whose call it bears; toxicity, %; measured here: cell loss, nuclei count;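 cell loss after 18 h compound exposure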
Myeloid diff MLP GFP+ MAC1+ %: also measured in Myeloid diff MLP; calls as there; GFP+ MAC1+ double positive, %; measured here: differentiation confirmed by MAC1 staining
An asterisk follows results filed as active; i = inactive; ? = inconclusive; . = not tested or not shown.

SMILES	bCat nuc transl	bCat nuc transl cell count 5 µM	Hep lipid drop	Hep lipid drop cells 6.5 µM	Autophagy HCS	Autophagy HCS cell loss 18 h	MT stabilizer	MT stabilizer Hoechst-high %	MT stabilizer cytotoxicity %	T cell modulator	T cell modulator vesicle-bound %	WT yeast gro inh	WT yeast gro inh mutant strain	Myeloid diff MLP	Myeloid diff MLP GFP+ MAC1+ %	West Nile virus CPE	Ins promoter up	Ins promoter up cell count
CC(C)OP(=O)(c1ccc(N(C)C)cc1)C(O)c1ccccc1 (stereo not drawn)	-1.8	1148	2	793	i	-9	1.4	1.8	9.6	i	50	-7	-30	i	1.6	-0.2%	0.22	817
COc1ccc(N2CCN(CCCNC(=O)c3cc4sccc4n3C)CC2)cc1	-2.9	899	.	.	i	7	3.6	1.8	7.1	i	48	20	16	i	4.9	-0.3%	-0.37	1039
COc1ccc(/C=C/C(=O)c2ccccc2O)cc1	.	.	1	736	i	4	3.1	2.3	0.2	i	36	35	4	i	1.2	-0.1%	-0.02	1139
O=C(Nc1cccnc1)c1cccc(S(=O)(=O)N2CCCC2)c1	0.2	1556	-3	691	i	-7	2.5	1.6	9.9	i	64	-1	-22	i	3.5	0.1%	0.55	1601
CC(=O)c1sc(C(C)(C)C)cc1NC(=O)/C=C/C(=O)O	-1.3	1283	6	421	.	.	.	.	.	i	26	.	.	i	0.4	-1.0%	-1.3	1076
Cn1c(=O)c2c(nc(OCc3ccccc3)n2C)n(C)c1=O	.	.	.	.	.	.	4.2	2.4	5.1	i	18	12	3	i	1.9	-0.2%	-0.78	1026
COc1ccc(CN2CCN(c3ncccn3)CC2)c(C)c1C	.	.	-2	811	.	.	.	.	.	i	60	.	.	i	0.7	1.1%	.	.
N#Cc1nc(-c2ccc(Cl)cc2)oc1NCc1cccc2c1OCO2	-2.4	1262	0	757	i	8	3.1	1.6	2.3	i	46	10	6	i	8.2	-0.8%	-1	1248
O=C(O)c1cccnc1SCc1cccc(Br)c1	.	.	-1	796	.	.	.	.	.	i	50	.	.	i	0.5	0.6%	.	.
C=CCNC(=S)N/N=C/c1ccc(-c2cccc([N+](=O)[O-])c2)o1	0.4	1494	12	703	i	11	2.0	2.5	11	i	65	6	-6	i	0.0	0.0%	-0.44	1229
CCOc1ccc(CNS(=O)(=O)c2cccs2)cc1OCC	.	.	27	819	.	.	.	.	.	i	63	.	.	i	0.2	-1.0%	.	.
CCn1c(=O)c(C(=O)NCCCc2ccccc2)c(O)c2ccccc21	.	.	2	839	.	.	.	.	.	i	60	.	.	i	0.5	-0.8%	.	.
CC(C)NC(=O)c1c(CSc2ccccc2)noc1C(=O)NCc1ccccc1	1.0	1069	.	.	.	.	.	.	.	i	33	.	.	i	0.1	-0.5%	-0.05	854
Cc1ccc(/C=N\Nc2cn[nH]c(=O)c2Cl)cc1	9.8	924	8	717	i	4	2.2	1.4	14	i	56	10	7	i	0.5	1.6%	.	.
O=C(C[n+]1ccccn1)c1ccccc1	.	.	-5	801	.	.	.	.	.	i	58	.	.	i	0.2	-0.5%	.	.
O=C(NCC1CCCO1)C1c2ccccc2C(=O)N1C1CCCCCC1 (stereo not drawn)	0.2	1028	-2	609	i	-4	2.5	1.2	0.7	i	42	-10	-12	i	8.8	-0.7%	0.5	1171
O=C(Nc1ccccc1Cl)c1ccc2nccnc2c1	.	.	-1	723	.	.	.	.	.	i	14	.	.	?	.	0.2%	.	.
COc1ccc(NC(=O)CCCCCN2C(=O)c3ccccc3C2=O)c(OC)c1	.	.	-10	820	.	.	.	.	.	i	65	.	.	i	0.5	-0.5%	.	.
CCOC(=O)C1CCCN(C(=O)CCCn2nc(C)n3c(cc4sccc43)c2=O)C1 (stereo not drawn)	.	.	.	.	i	20	7.0	2.9	4.0	i	9	-4	-10	i	2.6	-0.3%	-0.41	954
CCOc1cc(C)ccc1OCc1nnc(SCC(=O)c2cccc([N+](=O)[O-])c2)n1CC	4.5	1445	.	.	i	-27	3.6	2.3	5.6	i	12	-13	-6	i	2.4	-0.7%	0.27	1474
O=C(c1ccccc1Br)N1CCCC(c2nc(-c3cccs3)no2)C1 (stereo not drawn)	0.2	996	-12	736	i	4	4.1	2.0	7.5	i	12	-6	9	i	0.5	-1.3%	0.18	1180
CCn1c(C)cc(C)c(C#N)c1=O	-1.0	1089	15	668	i	5	5.5	1.3	7.8	i	42	-9	7	i	0.6	1.0%	0.05	1238
CCCCOC(=O)n1c(=S)oc2cc(Cl)ccc21	-0.3	1313	.	.	i	0	2.3	1.3	7.1	i	26	32	8	i	0.4	0.4%	-1.4	1573
Cn1cc(C(=O)c2ccccc2)cc1-c1nc2ccccc2n1C	-1.7	1053	-25	573	i	-4	3.2	3.5	6.6	i	18	1	6	i	0.3	-0.5%	0.23	1826
COc1ccccc1-c1noc(CCC(=O)NC2CCCCC2)n1	.	.	21	729	.	.	.	.	.	i	37	.	.	i	1.7	-1.0%	.	.
O=C(NC(=S)Nc1ccccc1[N+](=O)[O-])c1ccco1	-0.6	1133	-11	763	i	5	3.0	1.4	1.2	i	37	14	-1	i	0.6	0.9%	1.9	1233
CC(C)(C)c1ccc(OCc2ccc(C(=O)N/N=C/c3ccc([N+](=O)[O-])cc3)o2)cc1	-1.5	868	.	.	i	11	6.6	3.3	4.4	i	41	30	-4	i	0.5	0.8%	-0.75	1027
COC(=O)c1ccccc1NC(=S)NC(=O)c1ccccc1	1.2	1342	.	.	i	-2	1.8	2.0	6.0	i	21	9	19	i	1.5	-0.1%	-0.07	1583
Cc1ccc(C)c(N(C)C(=O)c2coc(=O)c3ccccc23)c1	.	.	.	.	i	7	3.0	1.8	5.0	i	44	3	8	i	0.9	-0.2%	.	.
N#Cc1ccccc1Cn1c(=O)oc2ccccc21	.	.	5	843	.	.	.	.	.	i	35	.	.	i	0.3	0.0%	.	.

3 structures out of the list, arranged by length of the SMILES, highest first:
SMILES	bCat nuc transl	bCat nuc transl cell count 5 µM	Hep lipid drop	Hep lipid drop cells 6.5 µM	Autophagy HCS	Autophagy HCS cell loss 18 h	MT stabilizer	MT stabilizer Hoechst-high %	MT stabilizer cytotoxicity %	T cell modulator	T cell modulator vesicle-bound %	WT yeast gro inh	WT yeast gro inh mutant strain	Myeloid diff MLP	Myeloid diff MLP GFP+ MAC1+ %	West Nile virus CPE	Ins promoter up	Ins promoter up cell count
CC(C)(C)c1ccc(OCc2ccc(C(=O)N/N=C/c3ccc([N+](=O)[O-])cc3)o2)cc1	-1.5	868	.	.	i	11	6.6	3.3	4.4	i	41	30	-4	i	0.5	0.8%	-0.75	1027
CCOc1cc(C)ccc1OCc1nnc(SCC(=O)c2cccc([N+](=O)[O-])c2)n1CC	4.5	1445	.	.	i	-27	3.6	2.3	5.6	i	12	-13	-6	i	2.4	-0.7%	0.27	1474
O=C(NCC1CCCO1)C1c2ccccc2C(=O)N1C1CCCCCC1 (stereo not drawn)	0.2	1028	-2	609	i	-4	2.5	1.2	0.7	i	42	-10	-12	i	8.8	-0.7%	0.5	1171

Following part.
SMILES	bCat nuc transl	bCat nuc transl cell count 5 µM	Hep lipid drop	Hep lipid drop cells 6.5 µM	Autophagy HCS	Autophagy HCS cell loss 18 h	MT stabilizer	MT stabilizer Hoechst-high %	MT stabilizer cytotoxicity %	T cell modulator	T cell modulator vesicle-bound %	WT yeast gro inh	WT yeast gro inh mutant strain	Myeloid diff MLP	Myeloid diff MLP GFP+ MAC1+ %	West Nile virus CPE	Ins promoter up	Ins promoter up cell count
CN1CCN(C(=O)COCc2cc(-c3ccc4c(c3)OCO4)on2)CC1	.	.	-14	696	.	.	.	.	.	i	49	.	.	i	0.3	-0.1%	.	.
Cc1c(NC(=O)Cn2cc([N+](=O)[O-])cn2)c(=O)n(-c2ccccc2)n1C	0.6	1086	2	718	i	4	3.9	1.3	5.7	i	27	15	7	i	0.9	1.4%	0.5	1103
COc1ccc(OC)c(S(=O)(=O)N/N=C\c2ccc3c(c2)OCO3)c1	.	.	1	857	.	.	.	.	.	i	2	.	.	i	1.7	0.1%	.	.
COc1ccccc1C(=O)/C=C/c1ccc(N2CCCCC2)c([N+](=O)[O-])c1	0.4	1232	-14	444	i	21	21	6.8	62	i	15	-1	4	i	0.9	-1.3%	0.29	1364
O=C1c2ccccc2C(Nc2ccc(Cl)cn2)N1c1cccnc1 (stereo not drawn)	.	.	.	.	i	-2	5.8	3.4	3.0	i	28	5	7	i	2.5	-0.2%	-0.66	1070
CCn1c(SCC(=O)N/N=C/c2ccccc2OCC(=O)O)nnc1-c1ccc(OC)cc1	0.0	1013	-10	733	i	5	3.1	1.7	4.5	i	48	-3	-33	i	0.1	-0.7%	0.22	1461
CN1CCN(c2ccccc2NC(=O)c2ccc(-c3ccccc3)cc2)CC1	0.0	1034	-2	699	i	-7	3.4	1.8	3.2	i	34	17	7	i	0.9	-0.4%	-1.7	1639
CCCc1nn2c(=O)c(C(c3ccc(C)cc3)c3c(O)nc4sc(CCC)nn4c3=O)c(O)nc2s1	-3.5	1337	.	.	i	0	3.2	1.8	3.2	i	31	-9	3	i	0.3	-0.2%	0.29	1383
COC(=O)C1=CN(CC2CCCO2)C=C(C(=O)OC)C1c1cccc(O)c1 (stereo not drawn)	-0.6	1113	15	712	i	3	1.3	1.5	5.7	i	57	-11	12	i	0.2	0.0%	-0.76	1322

From PubChem BioAssay
